Bioassay records deposited in PubChem BioAssay by National Center for Advancing Translational Sciences (NCATS).
FEN1 inh – qHTS Assay for the Inhibitors of Human Flap endonuclease 1 (FEN1); AID 588795, 2011; Recombinant FEN1 flap cleavage, fluorescence, 15 min; Potency, µM (titrated, usually from 114 µM), for the others: top-dose activity change, negative = inhibition, usual class: inhibitors; P39748; 390,000 tested, 0.35% active; also: nearly all actives have a fitted effect of over 65% in size
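FEN1 at 10 nM, compound pretreatment for 15 min (room temperature), 50 nM final substrate to initiate; endpoint reads at 0 and 15 min; DMSO-only plates used as vehicle background.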
KAT2A inh – qHTS Assay for Inhibitors of GCN5L2. AID 504327, 2011. Histone acetyltransferase KAT2A (Homo sapiens), Q92830. 390,000 tested, 0.21% active. Potency, µM (highest dose often 58.9 µM), without a hit: at the top dose activity change, negative = inhibition, actives largely listed as inhibitors. GCN5L2 HAT assay, ThioGlo1 CoA-SH fluorescence
Target sequence (Q92830 whole entry, looked up): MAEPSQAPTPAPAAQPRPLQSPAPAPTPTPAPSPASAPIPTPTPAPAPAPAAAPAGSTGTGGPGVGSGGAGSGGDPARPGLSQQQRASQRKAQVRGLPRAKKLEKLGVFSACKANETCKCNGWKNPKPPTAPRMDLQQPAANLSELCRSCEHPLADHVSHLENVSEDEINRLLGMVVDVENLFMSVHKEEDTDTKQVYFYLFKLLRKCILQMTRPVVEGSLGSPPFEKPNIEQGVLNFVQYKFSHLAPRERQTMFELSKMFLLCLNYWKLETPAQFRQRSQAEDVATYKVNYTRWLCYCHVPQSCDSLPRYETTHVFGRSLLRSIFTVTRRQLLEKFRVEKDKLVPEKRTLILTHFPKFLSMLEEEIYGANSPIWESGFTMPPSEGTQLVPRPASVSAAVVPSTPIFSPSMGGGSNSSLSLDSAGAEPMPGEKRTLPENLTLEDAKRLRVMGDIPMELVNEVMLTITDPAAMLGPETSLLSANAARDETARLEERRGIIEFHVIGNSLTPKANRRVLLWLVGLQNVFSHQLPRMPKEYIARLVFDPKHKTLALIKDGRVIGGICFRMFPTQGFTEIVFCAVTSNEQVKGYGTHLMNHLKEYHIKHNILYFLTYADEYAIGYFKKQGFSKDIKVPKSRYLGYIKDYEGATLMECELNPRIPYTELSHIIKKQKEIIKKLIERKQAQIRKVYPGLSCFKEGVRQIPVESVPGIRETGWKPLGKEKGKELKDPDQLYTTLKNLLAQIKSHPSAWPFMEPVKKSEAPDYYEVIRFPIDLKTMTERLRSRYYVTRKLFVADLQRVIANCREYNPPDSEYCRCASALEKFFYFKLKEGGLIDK
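GCN5L2 (20 nM) in 50mM HEPES pH 7.5, 0.1mM EDTA, 0.01% Tween-20 preincubated 15 min with compounds at room temperature. Reaction started with H3(1-25) 75uM, acetyl-CoA 70uM, ThioGlo1 50uM; CoA-thiol fluorescence (Ex340/Em540) read at 0 and 20 min.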
N370S GC – qHTS Assay for Inhibitors and Activators of N370S glucocerebrosidase as a Potential Chaperone Treatment of Gaucher Disease; N370S GC spleen homogenate, 4MU-glucoside fluorescence; Potency, µM (series often up to 59.4 µM), for inactives: at the highest dose activity change, negative = inhibition, hits mostly inhibitors; 330,000 tested, 0.092% active; AID 2101, 2009;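 also: 0% = full enzyme activity and -100% = no enzyme basal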
Starred values were filed as active, the others as inactive; ? = inconclusive; · = not tested or not shown; & = joins results of further samples; [ ] = remark or other dose. Calls follow the shape of the dose curve; as a rule, active = well fitted curve in the direction sought with a large enough effect; inconclusive = small, poorly fitted or top-dose-only effect, or another doubt; inactive = no such curve, though single readings can be large; an effect the other way counts as inactive or inconclusive. Unless noted, % is scaled to controls: 0 for no effect and ±100 for the full control effect; potency is read from the fitted curve at half-maximal effect.

SMILES	FEN1 inh	KAT2A inh	N370S GC
S=C(NCC1CCCCC1)Nc1ccc(Oc2ccccc2)cc1	-9%	-4%	19%
CC(C)=CCN1CCN(Cc2cccc3nccnc23)CC1CCO (stereo unspecified)	-1%	-1%	-18%
O=[N+]([O-])C1=CC=C2C(=NC3(CCCCC3)N2O)C1=NCCc1ccccc1	-2%	0%	-2%
CC1CC(C)(C)NC(=S)N1CCC(=O)Nc1ccc2c(c1)OCCO2 (stereo unspecified)	4%	-6%	-5%
COC(=O)c1ccc(CO/N=C(\NC(C)=O)c2nonc2NC(C)=O)cc1	-1%	0%	-7%
CCC[C@@H]1CCCO[C@@](C(=O)NCc2cc(C)n(C)n2)(C(F)(F)F)C1	-14%&0%	·	0%
CC(=O)N1CCN(S(=O)(=O)c2ccc(C)c([N+](=O)[O-])c2)C1C(C)C (stereo unspecified)	13%	-2%	0%
O=C(NC1C2CCCC1CN(C1CC1)C2)c1ccc(Cl)cc1 (stereo unspecified)	-5%	-4%	-5%
CCCCCCCCCCCCCCC(C(=O)OC)C(O)(CC(=O)OC)C(=O)OC (stereo unspecified)	·	-19%	3%
Cc1c(CCC(=O)NCCCn2ccnc2)c(=O)oc2cc3oc4c(c3cc12)CCCC4	-16%	-9%	-12%
C/C(=N\Nc1ccc(Cl)cc1)c1c(O)cc(C)oc1=O	2%	-18%	1%
COC(=O)c1cc(S(=O)(=O)Nc2cccc(S(N)(=O)=O)c2)oc1C	2%	-4%	-1%
O=C(O)c1ccc(N2CCS(=O)(=O)CC2)cc1	13%	-9%	-10%
Cn1cccc1/C=N/N1CCN(Cc2ccc(Cl)cc2)CC1	5%	-9%	-6%
O=C(NCCc1ccccc1)C(c1ccccc1F)N(C(=O)c1csnn1)C1CC1 (stereo unspecified)	-5%	-3%	-2%
C#CCN(Cc1ccco1)C(=O)c1cc(COc2ccc(F)cc2Cl)on1	-17%	2%	-11%
O=C(N/N=C/c1ccc2nccnc2c1)c1ccncc1	1%	-8%	-15%
COc1ccc(N(CC(=O)N2CCN(Cc3ccccc3)CC2)S(=O)(=O)c2ccccc2)cc1	-17%	1%	-11%
Cc1ccc(NC(=O)CSc2nnc(C)s2)c(C)c1	-27%	-2%	·
c1csc(CNc2ccnc(-c3ccc4c(c3)OCO4)n2)c1	·	-20%	?
CCC(C)NS(=O)(=O)c1ccc(S(=O)(=O)N2CC=C(c3ccc(F)cc3)CC2)cc1 (stereo unspecified)	5%	-2%	-2%
COc1ccc(/C=N/NC(=O)CN2CCCCCCC2)c(C)c1C	-18%	0%	14%
Fc1ccc2[nH]c(-c3cccs3)cc2c1	-21%	-9%	·
COc1cccc(N2CCN(c3c4c(nc5ncnn35)CCC4)CC2)c1	-3%	-3%	-2%
COc1ccc(-n2nc(C(=O)NCC(=O)N3CCCCCC3)c3ccccc3c2=O)c(OC)c1	3%	-7%	-2%
CS(=O)(=O)c1ccc(CNC(=O)C2(C(F)(F)F)C/C(=C\Cc3ccccc3)CCCO2)cc1 (stereo unspecified)	-2%&-2%	·	-3%
NC(=O)N=Nc1c2[nH]c3ccccc3nc-2c2ccccc12	10µM*	-4%	-1%
CCCCNC(=O)CCSc1ccc(C)cc1	3%	1%	3%
Oc1cccc(C(=S)N2CCCCC2)c1	0%	6%	0%
COc1ccc(/C=N/NC(=O)CCn2cnc(-c3ccccc3)c2-c2ccccc2)cc1OC	-3%	-5%	1%
CC[C@H](C)[C@H](NC(=O)[C@H](Cc1ccc(O)cc1)NC(=O)[C@H](Cc1cnc[nH]1)NC(=O)[C@H](CCCNC(=N)N)NC(=O)[C@H](CC(C)C)NC(=O)[C@H](C)NC(=O)[C@H](CO)NC(=O)[C@H](Cc1ccc(O)cc1)NC(=O)[C@H](Cc1ccc(O)cc1)NC(=O)[C@H](CCCNC(=N)N)NC(=O)[C@H](C)NC(=O)[C@H](CC(C)C)NC(=O)[C@H](CC(=O)O)NC(=O)[C@H](CCC(=O)O)NC(=O)[C@H](C)NC(=O)[C@@H]1CCCN1C(=O)[C@H](C)NC(=O)[C@H](CC(=O)O)NC(=O)[C@H](CCC(=O)O)NC(=O)CNC(=O)[C@@H]1CCCN1C(=O)[C@H](CC(N)=O)NC(=O)[C@H](CC(=O)O)NC(=O)[C@@H]1CCCN1C(=O)[C@H](CCCCN)NC(=O)[C@@H](N)CO)C(=O)N[C@@H](CC(N)=O)C(=O)N[C@@H](CC(C)C)C(=O)N[C@H](C(=O)N[C@H](C(=O)N[C@@H](CCCNC(=N)N)C(=O)N[C@@H](CCC(N)=O)C(=O)N[C@@H](CCCNC(=N)N)C(=O)N[C@@H](Cc1ccc(O)cc1)C(N)=O)[C@@H](C)O)[C@@H](C)CC	·	-4%	-3%
COC(=O)c1ccc(COC(=O)c2cnc(Cl)c(Cl)c2)cc1	0%	-12%	-1%
O=C(CCCn1nnc2ccccc2c1=O)N[C@H](C(=O)O)c1ccccc1	50%	-2%	-6%
CC(=O)Nc1cccc(NC(=O)Cc2cccs2)c1	13%	-15%	0%
Cc1cccc2sc(N(Cc3cccnc3)C(=O)C3COc4ccccc4O3)nc12 (stereo unspecified)	-1%	-3%	·
Cc1cc(C)n2c(Br)c(CSc3nc4ccccc4o3)nc2n1	6%	-1%	10%
COc1ccc(CNC(=O)Cc2cccs2)cc1OC	13%	-12%	-10%
CCOc1ccc(/C=N/OCC(=O)NCc2ccco2)cc1	1%	1%	-2%
CCn1c(C)nc2cc(S(=O)(=O)C(F)(F)F)ccc21	2%	-6%	20%
Cc1ccc(C(=O)Nc2nc3n(n2)C(c2ccc(F)cc2)C=C(c2ccccc2)N3)cc1 (stereo unspecified)	-8%	-12%	·
N#CC1=C(N)OC2=C(CCC/C2=C/c2ccoc2)C1c1ccoc1 (stereo unspecified)	·	-11%	-5%
COc1cc(NC(=O)CSc2ccc(-c3ccco3)nn2)cc(OC)c1	12%	-2%	2%
Cc1ccc(NC(=O)Cn2nnc(C(=O)NCc3ccc4c(c3)OCO4)c2N)cc1	-15%	-9%	-7%
Cc1ccc(-n2ncc(C(=O)NCCc3ccccc3)c2C2CCN(C(=O)OC(C)(C)C)CC2)c(C)c1	-18%	-3%	·
CC(=O)Oc1c(C)c2c3c(c1OC(C)=O)[C@@H](C)CC[C@@H]3[C@@H](C)C[C@H]2C=C(C)C	-29%	-1%	·
Cc1cc(NC(=O)c2ccccc2Cl)n(C(C)(C)C)n1	-2%	-4%	-2%
Cc1cc(C)nc(SCC(=O)Nc2ncc(C(F)(F)F)cc2Cl)n1	-3%	-1%	-5%
CCOC(=O)Cc1csc(NS(=O)(=O)c2ccc(Cl)cc2)n1	7%	1%	-1%
COc1ccc([C@@H]2CC=C(C(=O)O)[C@H](c3ccc(Cl)cc3)N2S(=O)(=O)c2ccc(Cl)cc2)cc1	-24%	-14%	1%
COc1ccc(OC)c(C(=O)COC(=O)COc2ccccc2F)c1	-10%	-14%	1%
COC(=O)CSc1nc(SCc2ccc(C)cc2)nc2c1CCCC2	0%	-5%	2%
COc1cccc(-c2nnc3n(Cc4ccc(F)cc4)c(=O)c4ccccc4n23)c1	1%	-2%	·
COc1ccc(CNC(=O)Nc2cccc(C(F)(F)F)c2)cc1OC	-3%	-14%	-1%
Cc1ccc2[nH]c(C(=O)N3CCCCC3)cc2c1	34%[activator]	-17%	-6%
CCC(C)NC(=O)CSc1nc2ccc(N3CCOCC3)cc2c(=O)n1CCc1ccccc1 (stereo unspecified)	·	-3%	6%
CC(=O)c1ccc(NC(=O)CCc2nnc3ccc(N4CCC5(CC4)OCCO5)nn23)cc1	-7%	-1%	0%
CC(=O)C1(C)N(O)C(C)(C)C(c2ccco2)=[N+]1[O-] (stereo unspecified)	-10%	-5%	-7%
CCc1ccccc1NC(=O)c1cccc(Oc2ccc([N+](=O)[O-])cc2Cl)c1	-17%	-6%	7%
CNC(=O)/C(C#N)=C/c1c(N(Cc2ccccc2)Cc2ccccc2)nc2c(C)cccn2c1=O	-22%	-9%	?
COCCNC(=O)C(c1ccc(O)cc1)N(Cc1ccco1)C(=O)CCC(=O)Nc1ccccn1 (stereo unspecified)	4%	-1%	-10%
Additional results
SMILES	FEN1 inh	KAT2A inh	N370S GC
CCOC(=O)C1(Cc2ccccc2C)CCCN(C(=O)CN2C(=O)CSC2=O)C1 (stereo unspecified)	18%	-4%	-5%
O=C1NC(=S)/C(=C\c2ccc(-c3ccccc3Cl)o2)S1	?	-25%	-5%
Cc1ccc(Oc2ncccc2N)c2c1CCC2	4%	-12%	7%
COc1ccc(C(=O)N2CCC(n3nnc4cc(F)ccc43)CC2)cc1OC	-2%	2%	5%
CN(CC(=O)Nc1n[nH]c(=S)s1)S(=O)(=O)c1cccc2cccnc12	-15%	?	-27%
CCCn1c(SCC(=O)N2CCc3ccccc32)nnc1-c1ccncc1	·	-5%	1%
C#CCOCCOCCOCCNc1nc(N2CCN(C(=O)[C@H](CCC(=O)O)n3cc(C(N)CO)nn3)CC2)nc(N2CCN(C(=O)[C@H](CCCCN)n3cc(C(N)CC(C)C)nn3)CC2)n1 (stereo partly specified)	·	-8%	7%
COc1cc(/C=N/O)cc(Br)c1OS(=O)(=O)c1ccc(C)cc1	-22%	-14%	20%
COC(=O)C1=C(C(=O)OC)[C@@H]2N(Cc3ccccc3)c3ccccc3[C@@]23C[C@@H](C(=O)OC)N(C(=O)c2cccs2)C3=N1	-21%	-25%	10%[12.8 µM]
CC(=O)Nc1ccc(Oc2ccc(-c3noc(C)n3)cc2)cc1	-3%	·	0%
CCc1nnc(NC(=O)c2sc3nc(C)cc(COC)c3c2N)s1	-13%	-23%	-2%
O=C(O)CCC(=O)Nc1ccc(Sc2ccc([N+](=O)[O-])cc2)cc1	1%	-4%	-2%
Cc1ccc(-c2csc3nc4c5ccccc5c(NCCCN5CCOCC5)nn4c(=O)c23)cc1	·	-1%	-8%
COc1ccc(NC(=O)CSC2CCCCC2)cc1	6%	-23%	1%
O=C(Nc1ccc(C(=O)N2CCCC2)cc1)c1ccccc1[N+](=O)[O-]	5%	-12%	9%
Cc1cc(N/N=C/c2ccc(O)cc2O)nc(-n2nc(C)cc2C)n1	-5%	-2%	-2%
COc1ccc(CC(=O)Nc2ccc(S(=O)(=O)N(C)C)cc2)cc1OC	9%	51%[activator]	-1%
COc1ccc(-c2cc(-c3ccccc3)c(C#N)c(SCC(=O)Nc3ncc(C)s3)n2)cc1	0%	-12%	8%
O=C(NCC1CCCO1)/C(=C\c1ccccc1)NC(=O)c1ccccc1 (stereo unspecified)	-8%	3%	2%

Compounds above that have a furan ring, fused or not:
SMILES	FEN1 inh	KAT2A inh	N370S GC
Cc1c(CCC(=O)NCCCn2ccnc2)c(=O)oc2cc3oc4c(c3cc12)CCCC4	-16%	-9%	-12%
COC(=O)c1cc(S(=O)(=O)Nc2cccc(S(N)(=O)=O)c2)oc1C	2%	-4%	-1%
C#CCN(Cc1ccco1)C(=O)c1cc(COc2ccc(F)cc2Cl)on1	-17%	2%	-11%
CCOc1ccc(/C=N/OCC(=O)NCc2ccco2)cc1	1%	1%	-2%
N#CC1=C(N)OC2=C(CCC/C2=C/c2ccoc2)C1c1ccoc1 (stereo unspecified)	·	-11%	-5%
COc1cc(NC(=O)CSc2ccc(-c3ccco3)nn2)cc(OC)c1	12%	-2%	2%
CC(=O)C1(C)N(O)C(C)(C)C(c2ccco2)=[N+]1[O-] (stereo unspecified)	-10%	-5%	-7%
COCCNC(=O)C(c1ccc(O)cc1)N(Cc1ccco1)C(=O)CCC(=O)Nc1ccccn1 (stereo unspecified)	4%	-1%	-10%
O=C1NC(=S)/C(=C\c2ccc(-c3ccccc3Cl)o2)S1	?	-25%	-5%

These rows are one share of the data; count on the stated rates, not on these rows.
